CRFBP-R2 agonist = CRF-BP/CRF-R2 complex agonism. activation, % at 13.2 µM. AID 588473. actives 0.46% (n = 350,000). HEK293 CRF-R2/CRF-BP, calcium dye fluorescence (FLIPR); percent of saturating CRF peptide response;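 active = activation of at least 50%, plus an integration ratio under a set limit after plate pattern correction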;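 also: plate controls were neutral control wells without compound for no effect and CRF at EC100 for full effect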
M1 PAM parental = M1 PAM counterscreen hit in parental CHO-K1 cells | ATP EC20, Fluo-8 calcium fluorescence; 0% at ATP EC20, 100% at ATP max | activation, % at 3 µM | actives 0.02% (n = 360,000);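 active = activation above the run cutoff, the mean activation of all test compounds plus 3 SD, cut at about 40% in these data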;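 also: peak over basal fluorescence ratio in a 140 s read after ATP addition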
CHRM5 agonist = agonists of human muscarinic M5 receptor (CHRM5); CHO-K1 hM5 cells, Fluo-8 calcium fluorescence; 0% DMSO wells, 100% maximal acetylcholine response; activation, % at 3 µM; actives 0.19% (n = 360,000); AID 624037;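 active = activation above the run's mean over test compounds plus 3 SD, cut at about 23% in these data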;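 also: signal is peak over basal fluorescence ratio across the kinetic read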
M5 PAM = positive allosteric modulators of human muscarinic M5 receptor; P08912; CHO-K1 hM5, Fluo-8 calcium, ACh EC20 PAM; 0% = ACh EC20, 100% = ACh EC100; activation, % at 3 µM; actives 0.3% (n = 360,000);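 active = activation above the run cutoff, the mean activation of all test compounds plus 3 SD, cut at about 18% in these data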
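system = human M5 receptor in CHO-K1 cells | reagent = EC20 acetylcholine as agonist stimulus | compound dosing = single-point, 3 µM nominal | incubation = Fluo-8 loading 80 min at 37 °C plus 30 min room temperature | detection = Fluo-8 calcium dye fluorescence, kinetic read | benchmarks = low control EC20 acetylcholine (0%), high control EC100 acetylcholine (100%)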
TAAR1 ag = human TAAR1 agonism | activation, % at 3 µM | actives 0.99% (n = 360,000) | Q96RJ0 | CHO RD-HGA16 TAAR1, Fluo-8 calcium fluorescence; vehicle wells 0%, saturating PEA agonist 100% | AID 624467;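 active = activation above the mean activation of all test compounds in the run plus 3 SD, cut at about 38% in these data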
Target sequence (Q96RJ0 whole entry, looked up): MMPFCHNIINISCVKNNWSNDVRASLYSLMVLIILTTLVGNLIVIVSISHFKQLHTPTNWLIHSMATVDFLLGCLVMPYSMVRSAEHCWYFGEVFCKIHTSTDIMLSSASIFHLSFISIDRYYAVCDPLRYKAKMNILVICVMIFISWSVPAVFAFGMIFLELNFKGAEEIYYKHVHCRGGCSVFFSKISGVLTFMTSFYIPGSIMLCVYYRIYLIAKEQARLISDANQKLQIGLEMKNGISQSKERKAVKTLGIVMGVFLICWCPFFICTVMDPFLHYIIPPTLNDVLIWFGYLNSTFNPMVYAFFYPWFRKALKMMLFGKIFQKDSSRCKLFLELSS
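Assay system: CHO-derived RD-HGA16 cells with stable Gα16 and human TAAR1; timing: 17-24 h seeding, 75 min 37 °C dye, 30 min RT; read-out: % activation from peak over basal fluorescence ratio, DMSO-to-PEA scaled; measured by: kinetic Fluo-8 calcium fluorescence; benchmarks: low control DMSO, high control PEA (EC100); doses: 3 µM single concentration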
M5 antag = CHRM5 antagonism in calcium assay; P08912; CHO-hM5 cells, Fluo-8 calcium fluorescence, ACh EC80; inhibition, % at 3 µM; actives 0.59% (n = 360,000); AID 624040;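 active = inhibition above a per-plate cutoff, the mean of that plate's test compounds plus 3 SD, cut at about 27% in these data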;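 also: 0% = acetylcholine EC80 with DMSO and 100% = DMSO without agonist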
CRFR2-BP antag = antagonists of CRF-binding protein/CRF-R2 receptor complex; actives 0.59% (n = 350,000); HEK293 CRF-R2/CRF-BP, CRF-induced calcium fluorescence; inhibition, % at 11.8 µM;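 active = inhibition of the ligand-induced calcium signal above about 50% at the single tested concentration, limit read from the data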
TAAR1 antagonist = antagonists of human TAAR1; CHO RD-HGA16 TAAR1, Fluo-8 calcium fluorescence, antagonist; inhibition, % at 3 µM; actives 1.5% (n = 360,000); AID 624466;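 active = inhibition above a per-plate cutoff, the mean inhibition of test compounds on that plate plus 3 SD, cut at about 49% in these data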;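 also: 0% = DMSO plus EC80 beta-PEA response and 100% = DMSO alone without agonist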
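System: CHO RD-HGA16 cells bearing hTAAR1. Reagent: EC80 β-phenethylamine stimulus. Schedule: seeding 17-24 h prior, 75-min 37 °C, 30-min RT dye loading. Signal: Fluo-8 intracellular calcium dye fluorescence, real-time kinetic reads. Read-out: % inhibition from peak post-agonist over basal fluorescence ratio. Benchmarks: vehicle wells and EC80 agonist wells. Replicates: n of 1.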
CHRM4 PAM = potentiates acetylcholine response at human M4 receptor; activation, % at 3 µM; P08173; CHO-K1 hM4/Gqi5, Fluo-8 calcium fluorescence, ACh EC20; 0% = ACh EC20, 100% = maximal ACh; AID 624126; actives 0.4% (n = 360,000);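 active = activation above its plate's cutoff, the mean activation of sample wells plus 3 SD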; also: some results filed as inactive read as strong as hits
Target sequence (P08173 whole entry, looked up): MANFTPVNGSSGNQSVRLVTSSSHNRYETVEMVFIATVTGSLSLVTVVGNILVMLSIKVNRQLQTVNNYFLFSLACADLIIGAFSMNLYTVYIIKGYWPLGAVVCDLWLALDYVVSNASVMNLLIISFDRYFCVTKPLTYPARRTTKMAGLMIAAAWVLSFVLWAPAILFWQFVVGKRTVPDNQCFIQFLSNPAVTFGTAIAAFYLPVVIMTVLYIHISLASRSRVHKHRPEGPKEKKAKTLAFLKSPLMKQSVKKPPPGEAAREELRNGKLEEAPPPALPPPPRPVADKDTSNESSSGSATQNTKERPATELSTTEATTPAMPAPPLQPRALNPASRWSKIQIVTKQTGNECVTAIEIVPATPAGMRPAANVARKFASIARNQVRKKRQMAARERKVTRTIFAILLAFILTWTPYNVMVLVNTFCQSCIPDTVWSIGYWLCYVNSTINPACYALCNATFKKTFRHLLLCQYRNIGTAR
* marks the source's active call; other numbers are inactive results; nt = no result given.

Value order: TAAR1 antagonist | CHRM5 agonist | M1 PAM parental | M5 PAM | CHRM4 PAM | CRFR2-BP antag | TAAR1 ag | CRFBP-R2 agonist | M5 antag
Cc1cc(C(=O)OCC(=O)NCc2ccc(Cl)cc2Cl)c(C)o1
    42 | -1 | 13 | 1 | 5 | -7 | 10 | 1.3 | 8
COc1ccc(CN2C(=O)C(CC(=O)NC3CCCCC3)CC(C(=O)N(C)C)=C2C)cc1 (stereo not given)
    -9 | 0 | 16 | 0 | 6 | 5 | 2 | 3.9 | 2
CCCNC(=O)c1csc(Nc2cccc3ccccc23)n1
    -28 | -6 | 12 | 1 | 2 | 3 | -3 | -0.7 | 3
CCOCCCNC(=O)C1(O)c2ccccc2NC(=O)N1c1ccc(C)c(C)c1 (stereo not given)
    -22 | 2 | 7 | -3 | -1 | 1 | 2 | -0.8 | 10
CN(Cc1ccc(Cl)cc1Cl)C(=O)CNC(=O)c1ccc2c(c1)OCO2
    1 | -2 | 15 | 3 | 0 | -6 | 0 | -4.1 | -1
O=c1[nH]c(C2CCN(S(=O)(=O)c3ccc4c(c3)OCCO4)CC2)nc2c1nnn2Cc1ccccc1
    -19 | -1 | -1 | 5 | -21 | 13 | 5 | 0.0 | 2
COc1cccc(NC(=O)Cn2c3ccc(F)cc3c3nc4n(c(=O)c32)CCS4)c1
    -17 | -4 | 19 | 0 | 0 | -9 | 6 | -0.5 | 6
CC(OC(=O)CNC(=O)c1ccc(Cl)c([N+](=O)[O-])c1)C(=O)NCc1ccco1 (stereo not given)
    -2 | 0 | 13 | 0 | -4 | -4 | 1 | 0.8 | 0
O=C(Oc1ccccc1C(=S)N1CCOCC1)c1ccc([N+](=O)[O-])cc1[N+](=O)[O-]
    22 | -2 | 19 | 2 | -10 | 3 | 8 | 0.5 | 9
Cc1ccc(-n2ncc3c(=O)[nH]c(SCC(=O)N4CCOCC4)nc32)cc1
    -2 | -1 | 1 | -12 | 0 | 11 | 1 | -1.3 | 5
CNC(=S)N/N=C(\C)c1ccc(Cl)s1
    -4 | -1 | 19 | 1 | -2 | 32 | 2 | -2.8 | -2
CCCCn1c(N)c(N(CC(C)C)C(=O)CC2CCCCC2)c(=O)[nH]c1=O
    -21 | -1 | -8 | 9 | 3 | -3 | 3 | 0.3 | 4
CCOC(=O)CSc1nnc(-c2cccnc2)o1
    0 | -1 | 25 | 0 | 2 | -8 | 3 | 0.5 | -3
O=C(COC(=O)/C=C/c1ccccc1)Nc1cccc(Oc2ccccc2)c1
    3 | -2 | 14 | -7 | 3 | -49 | 2 | 3.8 | 7
COCCN(CC(=O)NCc1ccc(F)cc1)C(=O)CCC(=O)Nc1ccccn1
    3 | -1 | 10 | 4 | 15 | -8 | 15 | 4.3 | 5
Cc1nc(NC(=O)c2ccccc2)sc1Cc1ccc2c(c1)OCO2
    -7 | 1 | 15 | -3 | 0 | -62 | 20 | -2.7 | 10
OC1CN=C2CCCc3c2n(c2ccc(Cl)cc32)C1 (stereo not given)
    -1 | 0 | 13 | 0 | 4 | -14 | 3 | 2.8 | -1
COc1ccc(CCNC(=O)c2c(-c3ccccc3Cl)noc2C)cc1
    5 | -3 | 10 | -7 | 7 | 22 | 19 | -1.3 | 2
CCOC(=O)[C@@H]1[C@H]2COc3ccccc3[C@@H]2N2C(=O)N(c3ccc(C)cc3)C(=O)[C@]12C
    nt | -3 | 14 | -1 | 2 | -15 | nt | -0.9 | 19
Clc1ccc(-c2nc3ccncc3[nH]2)cc1
    19 | -2 | -2 | -6 | 2 | 6 | 49* | 2.4 | 2
CCCOc1ccc(N2C(=O)CC(N(CCOC34CC5CC(CC(C5)C3)C4)C(C)=O)C2=O)cc1 (stereo not given)
    -15 | 3 | 16 | 6 | 2 | -12 | 3 | -0.8 | 5
CC(CN1CCOCC1)OC(=O)c1ccc(Cl)cc1Cl (stereo not given)
    -9 | -5 | -4 | 8 | -2 | 5 | 1 | 0.3 | 9
Cc1c(Cc2ccc3c(c2)OCO3)sc(NC(=O)c2ccc3ccccc3c2)c1C(N)=O
    -7 | 3 | 2 | -7 | -3 | 7 | 0 | 2.4 | 5
COc1ccc(NC2CCCN(C(=O)CCN3CCCC3=O)C2)cc1 (stereo not given)
    -4 | -1 | -1 | 3 | 5 | -20 | 2 | -1.2 | 7
COc1ccc(N(CC(=O)Nc2ccc3c(c2)OCCO3)S(=O)(=O)c2cccnc2)cc1
    nt | 4 | 7 | -14 | -4 | 3 | nt | -0.3 | 5
COc1cccc(-c2nc(C=O)cs2)c1
    -13 | 3 | 23 | 10 | 3 | 0 | 5 | -3.6 | -17
CCCCn1c(N)c(N(C)C(=O)C2CCCC2)c(=O)[nH]c1=O
    0 | 4 | 6 | -12 | -1 | -5 | 0 | -0.5 | 12
CC(c1nc2ccccc2[nH]1)n1c(=O)c(-c2ccco2)nc2ccccc21 (stereo not given)
    1 | 3 | nt | 11 | 2 | nt | -1 | nt | -5
COc1ccc(N2CCN(CC(O)COc3ccc(F)cc3)CC2)cc1 (stereo not given)
    -3 | -1 | -1 | -8 | 5 | -10 | 0 | -1.1 | 13
Cc1cccc(C)c1-n1c(C)cc(/C=N/NC(=O)c2ccncc2)c1C
    -9 | -2 | 12 | -2 | 6 | -29 | 13 | -3.5 | -4
O=C(CNc1n[nH]c(=O)[nH]c1=O)N/N=C/c1ccccc1
    -7 | nt | nt | nt | nt | -8 | 7 | 1.6 | nt
CCn1c(SCC(=O)Nc2nccs2)nnc1-c1ccccc1
    4 | 0 | -9 | 10 | 5 | 7 | 7 | 0.1 | -3
O=C(CC(C(=O)O)c1cccc(Br)c1)c1ccc(Cl)cc1 (stereo not given)
    3 | -4 | 11 | 1 | -1 | 11 | -2 | -7.3 | 10
N#CCC(=O)Nc1ccc(C(=O)NNC(=S)NC2CCCCC2)cc1
    -5 | 1 | 5 | 2 | 3 | 0 | 0 | -1.2 | -2
CCCc1nc(-c2ccccc2)c(-c2ccc(OC)c(OC)c2)c(=O)[nH]1
    -15 | -1 | 22 | 2 | 4 | 0 | 0 | 1.5 | 3
O=C(NCCCN=C1NS(=O)(=O)c2ccccc21)c1ccccc1Cl
    -3 | -1 | 0 | -2 | -1 | -7 | 3 | -0.5 | 10
CCn1c(SC(C)C(=O)Nc2nnc(C)s2)nnc1-c1ccco1 (stereo not given)
    5 | -2 | -17 | 2 | 2 | 9 | -1 | 1.9 | 4
C=CCN1C(=O)/C(=C/C(=O)OC)S/C1=N\NC(=O)c1ccccc1
    -19 | 2 | -12 | 5 | -8 | -10 | 1 | 1.4 | -3
Cc1cc(C)c(C#N)c(SCc2c(F)cccc2[N+](=O)[O-])n1
    -8 | -4 | 20 | 5 | -2 | 38 | 1 | 1.1 | 0
C/C(=N\NC(=O)c1ccn(C)n1)c1ccc(NC(=O)c2cccc(F)c2)cc1
    -18 | -3 | 16 | -4 | 2 | 11 | 5 | -1.3 | 12
COc1cc(NC(=O)C2CCC(=O)N2S(=O)(=O)c2ccc(C)cc2)cc(OC)c1 (stereo not given)
    -21 | -1 | -10 | 2 | 5 | 7 | 4 | 0.9 | 0
COc1cc(/C=C/C(=O)O)cc(S(=O)(=O)Nc2ccccc2Cl)c1OC
    -12 | 0 | -3 | -5 | 7 | 11 | 7 | -4.6 | 10
CCCN(CCC)S(=O)(=O)c1cc(Br)cc2c1N(C(=O)CC)CC2
    10 | -1 | 12 | -7 | 2 | 35 | 5 | -3.3 | 4
Oc1c(C(c2ccco2)N2CCN(C(c3ccccc3)c3ccccc3)CC2)sc2ncnn12 (stereo not given)
    -27 | -5 | 12 | -12 | -7 | 2 | -1 | 0.5 | 4
CCc1ccc(C(C(=O)NCc2ccccc2)N(C(=O)c2csnn2)C2CC2)cc1 (stereo not given)
    -4 | -1 | -2 | 3 | -3 | -25 | -1 | -0.9 | -2
COc1ccc(-c2c(C)n([O-])c3c([n+]2=O)CCCCC3)cc1
    -13 | -1 | 22 | 1 | -1 | 23 | 1 | -6.2 | 1
CC1=C(C(=O)Nc2ccccc2C(=O)NCCCOC(C)C)SCCO1
    4 | 3 | -2 | 1 | -4 | 0 | 1 | -2.8 | -1
O=C(Nc1ccc(-c2nc3cccnc3s2)cc1)C1CCCO1 (stereo not given)
    22 | 1 | 25 | -4 | 4 | -10 | 4 | -1.7 | -3
CCN(CC)CCN1C(=O)C(O)=C(C(C)=O)C1c1ccccc1[N+](=O)[O-] (stereo not given)
    -27 | -2 | 10 | -1 | 6 | -2 | 2 | 0.7 | 3
CCOC(=O)c1ccc(NC(=O)CSc2nnc(COc3ccccc3OC)n2C)cc1
    -13 | 4 | -2 | 2 | -4 | 2 | 4 | -2.7 | -1
CCn1c(SCC(=O)NC2CC2)nnc1-c1ccccc1OC
    -14 | -2 | -3 | 2 | 8 | 19 | 1 | -0.3 | 4
c1ccc(-c2noc(C3CCCCC3)n2)nc1
    1 | -4 | 6 | -6 | 4 | -8 | 10 | -1.4 | 8
C[C@@H](NC(=O)c1cc2c([nH]c3ccccc32)c(-c2ccccc2)n1)C(=O)O
    17 | -3 | -2 | 4 | -4 | -4 | 1 | -4.0 | 5
Cc1ccc(C(=O)Nc2cc([N+](=O)[O-])ccc2C)cc1
    -1 | 0 | -2 | -1 | 11 | -6 | -2 | -0.4 | 4
CCOc1cc(/C=C2\SC(N)=NC2=O)ccc1O
    14 | 10 | -3 | 1 | 3 | 0 | 0 | 0.3 | -4
Cn1c(SCC(=O)NCc2ccco2)nnc1C1CC1
    -29 | 4 | 8 | 0 | 9 | -2 | 8 | -0.1 | 11
CC(C)=CC(=O)Nc1nnc(-c2cccnc2)s1
    0 | -4 | 17 | 12 | 13 | -3 | 16 | 28 | -12

A stretch from further up:
Value order: TAAR1 antagonist | CHRM5 agonist | M1 PAM parental | M5 PAM | CHRM4 PAM | CRFR2-BP antag | TAAR1 ag | CRFBP-R2 agonist | M5 antag
Cn1c(SCC(=O)NCc2ccco2)nnc1C1CC1
    -29 | 4 | 8 | 0 | 9 | -2 | 8 | -0.1 | 11
CC(C)=CC(=O)Nc1nnc(-c2cccnc2)s1
    0 | -4 | 17 | 12 | 13 | -3 | 16 | 28 | -12

Bioassay records: PubChem BioAssay, several laboratories

Rows were taken by chance. About 4.2% of those tested had a hit in this group.
